MsrA act – bovine methionine sulfoxide reductase A activation. activation, % at 10.6 µM. purified bovine MsrA, absorbance read-out. 360,000 compounds, 0.3% hits; in the data active = activation above about 7.5%;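 also: 0% = vehicle and 100% = reference activator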
MsrA inhibitor – inhibitors of bovine MsrA; purified bovine MsrA, absorbance read-out; 360,000 compounds, 0.75% hits; inhibition, % at 15.5 µM; AID 651718; in the data active = inhibition above about 4.5%;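 also: 0% = vehicle wells with enzyme and 100% = reference inhibitor wells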
TbMetRS inhib – blocks T. brucei methionyl-tRNA synthetase activity. 360,000 compounds, 0.4% hits. inhibition, % at 11.9 µM. purified T. brucei MetRS, ATP depletion, Kinase-Glo luminescence;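 active = inhibition above a per-plate cutoff of the control wells' mean inhibition plus 3 SD, cut at about 5.5% in these data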;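 also: 0% = DMSO wells median and 100% = median of wells with control inhibitor compound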
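Material: T. brucei methionyl-tRNA synthetase, purified; reagent: substrates ATP, L-methionine and bulk Escherichia coli tRNA; dosing: 11.9 µM single point; timing: 15 min plus 2 h at 25 °C; detection: luminescence of leftover ATP; evaluation: % inhibition; control set: DMSO-only wells as low control; replicates: singlicate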
FAS TE block – blocks the thioesterase domain of human fatty acid synthase; P49327; recombinant FAS-TE, OMFH fluorogenic substrate, fluorescence endpoint; inhibition, % at 15 µM; 360,000 compounds, 0.67% hits; AID 602261;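 active = compounds whose normalised, plate-corrected inhibition of enzyme fluorescence in the single-dose primary screen is 50% or more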;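 also: 0% = DMSO with enzyme and 100% = substrate without enzyme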
MT1-MMP act inh – inhibitors of human MT1-MMP activation. AID 651647. P50281. 360,000 compounds, 0.061% hits. HT1080 RFP-PRO-GFP cells, GFP/RFP ratio fluorescence, overnight; percent of plate control window, DMSO zero. GFP/RFP ratio change, % at 20 µM;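 active = GFP/RFP ratio change of at least 30% with cell ATP level not reduced by more than half and red fluorescence within 50% of control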; also: strong numbers were not always called active
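Read-out: GFP/RFP fluorescence ratio; Test system: RFP-PRO-GFP reporter HT1080 cells; Compound dosing: single-point 20 µM compound, 1% DMSO; Times: overnight compound exposure at 37 °C.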
eLon inh – inhibits E. coli Lon protease | purified E. coli Lon protease, fluorescence polarization | inhibition, % at 7.94 µM | 360,000 compounds, 0.42% hits; in the data active = inhibition above about 13%, passing the limit was not always enough;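 also: 0% = enzyme with probe and DMSO and 100% = no enzyme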
CendR NRP1 mod – modulators of CendR peptide binding to human neuropilin-1; O14786; FAM-RPARPAR peptide binding to NRP-1, fluorescence polarization; inhibition, % at 25 µM; 360,000 compounds, 0.85% hits; AID 602438;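 active = inhibition or corrected inhibition above about 18%, plus a signal ratio from 0.5 to 1.5, limit read from the data, passing the limit was not always enough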; also: strong numbers were not always called active
SKN-1 inh – blocks SKN-1 activity in C. elegans | C. elegans VP596 Pgst-4::GFP/RFP ratio, acrylamide-induced, 24 h | inhibition, % at 21.8 µM | 360,000 compounds, 0.49% hits;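 active = interference check ratio from 0.5 to 1.5 plus GFP to RFP signal ratio inhibition reaching or exceeding a fixed threshold, cut at about 30% in these data, passing the limit was not always enough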; also: some compounds called inactive have numbers as strong as hits
MLLE-PAM2 inh – blocks PAM2 peptide binding to the PABP1 MLLE domain. P11940. GST-MLLE / FITC-PAM2 fluorescence polarization. inhibition, % at 20 µM. 360,000 compounds, 0.36% hits; in the data active = inhibition above about 35%, passing the limit was not always enough;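 also: plate controls were DMSO wells with GST-MLLE for no effect and wells lacking GST-MLLE protein for full effect; some results filed as inactive read as strong as hits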
Starred values were filed as active, the others as inactive; · = no result given.

#1 CSc1ncc(Cl)c(C(=O)Nc2cccnc2)n1
#2 CCCNC(=O)c1ccccc1NC(=O)c1cccc(-n2cnnn2)c1
#3 Brc1cccc(C=Nc2cccc3ncccc23)c1
#4 CS(=O)CCC(NS(=O)(=O)c1ccccc1)C(=O)O (stereo not given)
#5 OCCOCCn1c(C2CCCN2c2nc(-c3ccc(F)cc3)cs2)nc2cc(C(F)(F)F)ccc21 (stereo not given)
#6 Cc1nnc(NC(=O)CSc2nnc(Cc3cccn3C)n2CCc2ccccc2)s1
assay / entry	1	2	3	4	5	6
MsrA act	-4	-5	-1	-1	-4	-1
MsrA inhibitor	0.5	0.7	-0.2	-0.3	-0.3	2.1
TbMetRS inhib	-0.8	-0.5	-0.2	0.1	-0.4	0.1
FAS TE block	-6	12	-1	-10	18	-7
MT1-MMP act inh	-2	3	1	2	-5	-5
eLon inh	-5	5	8	-6	-10	2
CendR NRP1 mod	2	2	2	-1	1	-8
SKN-1 inh	2	4	8	4	-5	8
MLLE-PAM2 inh	1	-4	22	7	-13	-22

#7 OC1CCCN(CC(O)COc2ccc(-c3ccccc3)cc2)C1 (stereo not given)
#8 N#Cc1ccccc1OCC(=O)NNC(=O)c1ccncc1
#9 CN(C)C(=O)CCc1ccc2c3c([nH]c2c1)[C@]1(CCC2CCCC2)[C@@H](C(=O)N2CCOCC2)C[C@H](CC(=O)NCC24CC5CC(CC(C5)C2)C4)C(=O)N1CC3
#10 COc1ccccc1N1CCN(S(=O)(=O)c2cc(Br)cnc2N)CC1
#11 COc1ccc(C2C(C#N)=C(N)Oc3cc(C)n(Cc4ccncc4)c(=O)c32)cc1 (stereo not given)
#12 CC(C)COP(=O)(c1ccc(N(C)C)cc1)C(O)c1ccccc1 (stereo not given)
assay / entry	7	8	9	10	11	12
MsrA act	-2	-1	-2	-3	0	0
MsrA inhibitor	0.2	0.8	0.3	0.7	0.8	-0.5
TbMetRS inhib	-0.5	-0.2	-0.4	-0.5	-0.1	-0.2
FAS TE block	-6	1	20	9	32	-4
MT1-MMP act inh	2	-2	-12	-4	-4	4
eLon inh	9	5	-4	-16	-11	-5
CendR NRP1 mod	-8	9	-1	0	-25	4
SKN-1 inh	26	14	2	5	4	2
MLLE-PAM2 inh	3	7	7	1	-23	-4

#13 COc1cccc(-c2nc(-c3ccccc3)nc(N3CCN(C)CC3)c2C#N)c1
#14 CCOCCCNC(=S)Nc1ccc2nc(N3CCCC3)cc(C)c2c1
#15 FC(F)(F)c1cccc(N2CCc3cn[nH]c32)c1
#16 O=C1N/C(=N/S(=O)(=O)Cc2ccccc2)S/C1=C/c1ccc2c(c1)OCO2
#17 O=C(CNc1cc([N+](=O)[O-])ccc1NCCO)Nc1cccc(S(=O)(=O)N2CCCCC2)c1
#18 O=C(NCCCNC(=O)c1ccccn1)c1ccccn1
assay / entry	13	14	15	16	17	18
MsrA act	1	-5	-6	-12	-11	-1
MsrA inhibitor	-0.9	1.3	0.0	1.3	1.0	-1.0
TbMetRS inhib	-0.2	0.0	-1.2	-0.8	-0.6	0.2
FAS TE block	12	-9	3	-7	10	-6
MT1-MMP act inh	-4	9	4	-1	7	-19
eLon inh	4	3	8	0	6	-4
CendR NRP1 mod	14	-4	2	20	2	-10
SKN-1 inh	11	2	17	-15	4	-4
MLLE-PAM2 inh	1	-9	5	-1	-1	6

#19 CN1NC(c2ccccc2)NN(C)C1=O
#20 O=C(Cn1nc(Cl)nc1Cl)Nc1ccccc1
#21 CCN(CC)CCN(C(=O)c1ccc([N+](=O)[O-])cc1)c1nc2c(OC)cccc2s1
#22 Cn1c(SCC(=O)N/N=C/C=C\c2ccco2)nc2ccccc21
#23 Cc1c(OCc2ccccc2)cccc1OCc1ccccc1
#24 Cc1ccc(-n2c(=O)c3cc4c(=O)n(-c5ccc(C)c(C)c5)c(=O)c4c(C(=O)c4ccc(C(=O)O)cc4)c3c2=O)cc1C
assay / entry	19	20	21	22	23	24
MsrA act	-10	-4	-3	-6	1	-3
MsrA inhibitor	0.3	-0.5	-0.3	3.4	-0.1	0.5
TbMetRS inhib	-1.6	-0.7	0.0	0.0	0.5	-0.7
FAS TE block	-6	-9	-1	-2	35	1
MT1-MMP act inh	2	7	4	-3	6	5
eLon inh	3	-5	9	-3	4	3
CendR NRP1 mod	-20	4	0	-29	4	7
SKN-1 inh	1	-10	2	-2	29	-1
MLLE-PAM2 inh	4	-5	-2	-14	-5	-1

#25 CCN(CC)c1ccc(NC(=O)/C=C/c2cc(Br)ccc2OC)cc1
#26 Cc1sc2ncnc(NC(C)C(=O)O)c2c1C (stereo not given)
#27 COC(=O)c1ccncc1C(=O)Nc1ccc(OC)cc1
#28 CCOC(=O)C1=C(N)Oc2cc(C)n(C)c(=O)c2C1c1ccncc1 (stereo not given)
#29 Cc1nc(SCC(=O)NCCc2ccccc2)n[nH]1
#30 CCCCc1ccc(S(=O)(=O)Nc2ccc(C)c(NS(C)(=O)=O)c2)cc1
assay / entry	25	26	27	28	29	30
MsrA act	-4	-1	-12	-5	-5	-5
MsrA inhibitor	1.6	2.4	·	-1.1	-1.0	-0.8
TbMetRS inhib	0.2	0.1	-0.9	-1.0	0.5	-0.4
FAS TE block	20	-3	-4	-6	-6	22
MT1-MMP act inh	2	-6	-2	1	2	9
eLon inh	-10	1	-11	-4	-13	-4
CendR NRP1 mod	-13	4	3	6	7	7
SKN-1 inh	-13	-7	1	-20	-1	4
MLLE-PAM2 inh	-6	-16	-11	3	6	16

#31 COc1ccccc1N1CCN(C(C)C(=O)Nc2ccc(S(=O)(=O)N3CCOCC3)cc2)CC1 (stereo not given)
#32 Cc1cc(NC(=O)CSCC(=O)Nc2cc(C(F)(F)F)ccc2N2CCOCC2)no1
#33 O=C(CN1C(=O)NC2(CCc3ccccc3C2)C1=O)Nc1ccc(F)cc1 (stereo not given)
#34 COc1cc(OC)cc(-c2c(-c3cccs3)c3cc(-c4ccc(OC)c(F)c4)ccc3n2C)c1
#35 Cc1c(C)n2c(SCC(=O)N3CCN(c4ccccc4)CC3)nnc2[nH]c1=O
#36 CCCn1nc(NS(=O)(=O)c2ccc(F)cc2)c2cc3ccccc3nc21
assay / entry	31	32	33	34	35	36
MsrA act	-4	-1	-2	-1	0	0
MsrA inhibitor	0.0	-0.5	-0.1	0.2	0.3	-0.1
TbMetRS inhib	-0.2	0.1	0.9	0.0	0.2	-0.3
FAS TE block	1	-5	-4	37	-6	-2
MT1-MMP act inh	-2	-2	0	1	2	-3
eLon inh	5	9	-3	1	-6	6
CendR NRP1 mod	0	-10	4	-14	4	-2
SKN-1 inh	10	-2	7	-16	2	-9
MLLE-PAM2 inh	0	1	-4	0	5	-27

#37 Cc1ccc(N(C(=O)c2nsc(Cl)c2Cl)C(C(=O)NC2CCCC2)c2ccc(O)cc2)cc1C (stereo not given)
#38 Cc1cc2ccccn2c1C(=O)c1ccc([N+](=O)[O-])cc1[N+](=O)[O-]
#39 Cc1cc(C)c(OCC(=O)Nc2nc(-c3ccccn3)cs2)c(C)c1
#40 CCCNC(=O)CSc1ccc(S(=O)(=O)N2CCCCC2)cn1
#41 CC(C)N(Cc1ccccc1)C(=O)CN1C(=O)COc2ccc(S(=O)(=O)N3CCCCCC3)cc21
#42 O=C(O)CSC1=NC(=Nc2cccc(Cl)c2)C2(CCCCC2)N1c1ccccc1
assay / entry	37	38	39	40	41	42
MsrA act	-2	-4	0	-2	2	-8
MsrA inhibitor	0.9	0.9	0.2	0.0	0.2	1.2
TbMetRS inhib	0.0	-0.8	-0.4	0.4	0.2	0.1
FAS TE block	33	4	16	-7	17	-8
MT1-MMP act inh	-28	4	4	5	0	3
eLon inh	-5	-2	6	-10	-11	-4
CendR NRP1 mod	4	13	-21	8	9	-3
SKN-1 inh	4	4	-3	14	7	1
MLLE-PAM2 inh	-10	3	3	-12	-10	10

#43 COc1ccc(-c2cc3nc(NCc4ccc(NC(C)=O)cc4)n(C)c(=O)c3s2)cc1OC
#44 O=C(NCc1cccs1)c1ccc([N+](=O)[O-])cc1Cl
#45 O=C(C1CCOCC1)N1CCCC(N2CCN(c3ccc(F)cc3)CC2)C1 (stereo not given)
#46 COC(=O)c1ccc2nc(NC(=O)CN3C(=O)CCC3=O)sc2c1
#47 Cc1ccc([C@H]2N[C@]3(CCCN(Cc4ccco4)C3=O)[C@H]3C(=O)N(C)C(=O)[C@@H]23)cc1
#48 CCN(CC)c1ccc(C(=O)NNC(=O)CN2C(=O)NC(C)(c3ccccc3)C2=O)cc1 (stereo not given)
assay / entry	43	44	45	46	47	48
MsrA act	-6	-3	-6	-3	-3	-4
MsrA inhibitor	-1.6	-0.7	0.1	0.1	0.1	1.7
TbMetRS inhib	-0.3	0.9	-0.4	0.1	0.3	0.2
FAS TE block	-6	33	-8	-6	-9	-1
MT1-MMP act inh	2	2	1	2	3	0
eLon inh	-7	3	-3	-5	6	-3
CendR NRP1 mod	12	11	14	-1	-7	-10
SKN-1 inh	-1	4	7	-9	6	7
MLLE-PAM2 inh	-39	-5	-4	11	9	14

Four structures from above, arranged by molecular weight, highest first.
#43 COc1ccc(-c2cc3nc(NCc4ccc(NC(C)=O)cc4)n(C)c(=O)c3s2)cc1OC
#48 CCN(CC)c1ccc(C(=O)NNC(=O)CN2C(=O)NC(C)(c3ccccc3)C2=O)cc1 (stereo not given)
#42 O=C(O)CSC1=NC(=Nc2cccc(Cl)c2)C2(CCCCC2)N1c1ccccc1
#45 O=C(C1CCOCC1)N1CCCC(N2CCN(c3ccc(F)cc3)CC2)C1 (stereo not given)
assay / entry	43	48	42	45
MsrA act	-6	-4	-8	-6
MsrA inhibitor	-1.6	1.7	1.2	0.1
TbMetRS inhib	-0.3	0.2	0.1	-0.4
FAS TE block	-6	-1	-8	-8
MT1-MMP act inh	2	0	3	1
eLon inh	-7	-3	-4	-3
CendR NRP1 mod	12	-10	-3	14
SKN-1 inh	-1	7	1	7
MLLE-PAM2 inh	-39	14	10	-4

Next part
#49 COc1cccc(N(CC(=O)NC2CCCC2)C(=O)CCC(=O)Nc2cc(C)on2)c1
#50 O=C(NC1CCCC1)c1cc(-c2cccc(Cl)c2)on1
#51 O=C(CCC(=O)OCc1ccc(Cl)cc1)Nc1ccccc1
#52 C/C(=N/NC(=O)CNC(=O)c1ccc2c(c1)OCO2)c1ccc2c(c1)CCCC2
assay / entry	49	50	51	52
MsrA act	2	0	-1	-14
MsrA inhibitor	0.0	0.3	1.8	0.8
TbMetRS inhib	0.1	-1.0	1.6	-1.3
FAS TE block	-2	12	-3	5
MT1-MMP act inh	1	1	0	5
eLon inh	-2	0	-2	-10
CendR NRP1 mod	-3	3	4	8
SKN-1 inh	5	25	14	2
MLLE-PAM2 inh	11	-5	-2	11

Screening results: PubChem, several laboratories
